High-throughput results deposited in PubChem BioAssay by Broad Institute.
PglD inh – C. jejuni PglD acetyltransferase inhibitors, primary screen, biochemical, DTNB colorimetric, single point; AID 602405, 2012; 0.098% of 360,000 active; inhibition, % at 12.5 µM; UDP-N-acetylbacillosamine N-acetyltransferase PglD (Campylobacter jejuni); purified PglD enzyme, DTNB colorimetric CoA detection; in the data active = inhibition above about 16%, passing the limit was not always enough; also: strong numbers were not always called active
E-selectin induc – E-selectin induction in HUVECs, primary screen, imaging, HUVEC, immunofluorescence imaging, single point. P16581. normalized: neutral wells 0, TNF-alpha wells 100. AID 686992, 2013. 0.37% of 260,000 active. activation, % at 7.58 µM;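 active = mean E-selectin-positive cell signal at least 10% of the positive control, reached in at least 60% of replicates, without over 20% cell loss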;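 also: in these data hits start at about 27%; measured in HUVEC primary endothelial cells; signal is the percent of cells scored E-selectin positive by PE staining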
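Read-out: % PE-positive cells | Test system: HUVEC | Doses: One compound dose added by pin transfer | Buffer or medium: EGM-2 over gelatin coat | Signal: Immunofluorescence imaging | Benchmarks: TNF-alpha, DMSO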
RAD52 anneal inh – RAD52 DNA annealing inhibitors, primary screen, biochemical, FRET, single point, set 2 | recombinant RAD52 DNA annealing, FRET fluorescence | inhibition, % at 18.7 µM | 0.46% of 360,000 active | AID 651710, 2012;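 active = every replicate showing at least 50% inhibition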
Target sequence (P43351 whole entry, looked up): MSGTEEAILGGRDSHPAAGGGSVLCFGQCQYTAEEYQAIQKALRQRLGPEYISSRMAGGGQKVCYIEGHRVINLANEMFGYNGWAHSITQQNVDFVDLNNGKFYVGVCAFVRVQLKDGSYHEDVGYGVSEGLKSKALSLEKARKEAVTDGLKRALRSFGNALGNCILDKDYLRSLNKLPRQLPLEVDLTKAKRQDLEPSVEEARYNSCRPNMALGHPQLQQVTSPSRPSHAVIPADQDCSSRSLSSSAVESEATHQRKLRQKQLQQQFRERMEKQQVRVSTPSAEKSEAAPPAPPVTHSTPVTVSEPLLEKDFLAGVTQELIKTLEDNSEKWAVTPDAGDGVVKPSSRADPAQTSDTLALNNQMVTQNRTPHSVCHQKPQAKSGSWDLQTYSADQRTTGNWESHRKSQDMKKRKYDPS
ERp5 block – inhibitors of ERp5-driven insulin aggregation, primary screen, biochemical, turbidity, absorbance 650 nm, single point | Protein disulfide-isomerase A6 (Homo sapiens), Q15084 | 90 min | inhibition, % at 9.99 µM | 0.05% of 350,000 active;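 active = mean replicate inhibition above about 25%, with every replicate also reaching it, limit read from the data, passing the limit was not always enough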
Target sequence (Q15084 whole entry, looked up): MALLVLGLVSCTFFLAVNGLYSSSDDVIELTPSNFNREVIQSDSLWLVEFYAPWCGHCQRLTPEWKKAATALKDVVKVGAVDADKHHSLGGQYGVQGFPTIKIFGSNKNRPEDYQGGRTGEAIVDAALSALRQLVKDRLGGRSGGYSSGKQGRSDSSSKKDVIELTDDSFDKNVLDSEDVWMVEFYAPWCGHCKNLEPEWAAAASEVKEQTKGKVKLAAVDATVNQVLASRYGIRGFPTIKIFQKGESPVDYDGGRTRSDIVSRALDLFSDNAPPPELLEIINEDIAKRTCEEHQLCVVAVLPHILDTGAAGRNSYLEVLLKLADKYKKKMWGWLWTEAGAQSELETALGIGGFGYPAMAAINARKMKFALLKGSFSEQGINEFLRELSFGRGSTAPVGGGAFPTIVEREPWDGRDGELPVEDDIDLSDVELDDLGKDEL
esBAF inh – Bmi1 luciferase reporter increase in mESCs, primary screen, esBAF inhibitor project, mouse ES cells, Bmi1 luciferase knock-in, single point. 24 h; 100% = twice the neutral-well signal. reporter increase, % at 12.5 µM. 2% of 350,000 active. AID 602393, 2012; in the data active = activation above about 40%;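 also: 0% = median of the plate's neutral control wells and 100% = double that signal; a rise in the Bmi1 reporter signal indicates esBAF inhibition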
RAD54 branch – inhibitors of human RAD54 branch migration, primary screen, biochemical, fluorescence, single point | RAD54 Holliday junction branch migration, FAM/BHQ fluorescence | inhibition, % at 10.4 µM | 0.14% of 360,000 active | AID 602329, 2012;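 active = mean normalized replicate activity at least 40 and at least half of replicates scoring 40 or more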;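 also: 0% = median of neutral control wells and 100% = median of positive control wells; inhibitors cause a drop in the FAM fluorescence signal; in these data hits start at about 50%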
ARNT TACC3 PPI – disruptors of ARNT/TACC3 protein interaction, primary screen, biochemical, AlphaScreen, single concentration | AlphaScreen His-ARNT PAS-B/GST-TACC3 binding, luminescence; TACC3 fragment carries E629A point mutation | inhibition, % at 9.99 µM | 0.66% of 390,000 active;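 active = mean inhibition of replicates at least 50% and at least half of replicates each reaching 50%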;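 also: 0% = complete ARNT plus TACC3 wells and 100% = ARNT alone without TACC3; many hits fall short of the cut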
Casp6 inh – human caspase-6 inhibitors, primary screen, biochemical, VEID-R110 fluorescence, single point, set 2 | purified caspase-6, Z-VEID-R110 cleavage fluorescence | P55212 | 0.53% of 350,000 active | AID 686996, 2013 | inhibition, % at 12.5 µM;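 active = mean inhibition across replicates at least about 35%, with every replicate also reaching that limit, limit read from the data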;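 also: 0% = median of neutral control wells and 100% = no fluorescence left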
An asterisk follows results filed as active; . = not tested or not shown; & = joins results of further samples.

SMILES	PglD inh	E-selectin induc	RAD52 anneal inh	ERp5 block	esBAF inh	RAD54 branch	ARNT TACC3 PPI	Casp6 inh
CO[C@H]1CN(C)C(=O)c2cc(NC(=O)C3CCCCC3)ccc2OC[C@H](C)N(C(=O)c2ccccc2)C[C@@H]1C	-2	-0.1	-1	0	-4	1	-10	0
O=C(NCCc1ccccc1)C(=O)NCC1OCCCN1S(=O)(=O)c1cccs1 (stereo not given)	5	.	-24	2	5	10	-5	4
Cc1ccc(F)cc1C(=O)N1CCCC1(C)C(=O)NCC(C)C (stereo not given)	2	-1.0	1	-1	2	-9	.	-1
CCOc1ccc(NC(=O)C2CCN(C(=O)C3CC(=O)N(c4ccc(C)cc4)C3)CC2)cc1 (stereo not given)	-2	.	-16	-6	-2	0	-12	2
O=C(c1cc(COc2ccc(F)cc2F)on1)N1C[C@H]2CC[C@H]1C2	-2	-0.2	-4	-3	46*	2	-7	-11
COc1ccc(NC(=O)N(C)C[C@H]2Oc3c(NC(=O)c4cnccn4)cccc3C(=O)N([C@@H](C)CO)C[C@H]2C)cc1	0	.	-1	5	-5	-8	2	-3
CC(C)(C)c1ccc(OCCCNC2CCCC2)cc1	.	.	-1	5	.	.	-2	-2
CCOC(=O)c1ccccc1NC(=O)Nc1ccc(OC)c(OC)c1	-1	.	.	.	0	-6	28	.
O=C(NCCCN1CCCC1=O)C1CCC(CNS(=O)(=O)c2ccc(Cl)cc2)CC1 (stereo not given)	-3	-0.2	-5	-1	6	1	-9	6
O=C(CCC(=O)Nc1ccc(F)cc1)N/N=C/c1cccs1	2	-0.3	-5	3	-2	-7	-4	-4
COc1ccc([Si](C)(C)[C@H]2[C@H](CCO)O[C@@]3(C(=O)N(Cc4ccc(N5CCCCC5=O)cc4)c4ccccc43)[C@@H]2C)cc1	3	.	-1	-1	.	-3	0	0
COc1cc(CN2CCC(CO)(Cc3cccc(C(F)(F)F)c3)CC2)ccc1F	.	-0.8	-10	0	.	.	4	0
C[C@@H]1CN([C@H](C)CO)S(=O)(=O)c2ccc(-c3cncnc3)cc2O[C@@H]1CN(C)C(=O)Cc1cccnc1	8	0.0	13	2	-6	-12	5	-1
Cc1ccc(NC(=O)c2cc3ccccc3oc2=N)cc1	-1	0.1	-3	3	-81	-13	-4	4
CC(=O)Nc1ccc(S(=O)(=O)NC(C(=O)O)C(C)C)cc1 (stereo not given)	-5	.	-4	5	-2	10	-1	3
O=C(Cc1ccncc1)NCC[C@H]1CC[C@@H](NC(=O)C2CCOCC2)[C@H](CO)O1	2	-0.4	-13	-1	-1	-6	3	0
CC(C)N1C/C(=C/c2cccnc2)C(=O)/C(=C/c2cccnc2)C1	2	.	-11	2	.	-2	-1	1
c1ccc(Cn2nc(-c3ccccc3)nc2-c2ccccc2)cc1	0	0.0	.	.	.	-5	0	.
O=C(NCCN1CCOCC1)C1CCN(S(=O)(=O)N2CCCC2)CC1	.	.	-2	2	.	.	-4	-4
NS(=O)(=O)c1ccc(CNS(=O)(=O)c2ccc3ccccc3c2)cc1	-2	0.0	-14	2	.	-1	-5	-1
Cc1ncc(COCc2ccccc2)c(CO)c1OCc1ccccc1	.	0.0	-17	1	.	.	-3	1
COc1ccc(N=C2C(=O)Nc3ccccc32)cc1	-3	.	.	.	10	-4	10	.
C[C@H](CO)N1C[C@H](C)[C@@H](CN(C)C(=O)C2CCCCC2)OCCCC[C@H](C)Oc2ccc(NS(=O)(=O)c3cn(C)cn3)cc2C1=O	5	-0.1	12	-1	-5	3	-29	0
COc1ccc(-c2ccc3c(c2)C2CC3CCN2C(=O)C(C)(C)C)cc1 (stereo not given)	.	.	-9	8	-7	0	-5	-2
CCc1cccc(C)c1NC(=O)CCCSc1nc2ccccc2s1	6	.	.	.	-2	2	1	.
Cc1cc(NC(=O)c2cc(-c3ccccc3)on2)no1	2	8.9	.	.	-4	-9	-4	.
N#Cc1ccc(-c2nc3c(Cl)cc(C(F)(F)F)cn3c2Cc2ccccc2C(F)(F)F)cc1	.	7.9	-40	2	.	.	.	-1
C[C@@H]1CN([C@H](C)CO)C(=O)CCCn2nncc2CO[C@@H]1CN(C)C(=O)Nc1ccccc1	2	-1.1&1.4	-15&-4	8&-3	6	4	-1	-2&-3
O=C(C[C@@H]1CC[C@@H]2[C@H](COC[C@H](O)CN2C(=O)c2ccccn2)O1)N1CCN(c2ccccc2)CC1	-1	0.0	-55	7	-3	2	-2	-2
O=C1C2C(C(=O)N1/N=C/c1ccc(N3CCCCC3)o1)C1C=CC2C12CC2 (stereo not given)	-3	-0.1	.	.	.	-11	0	.
CCC(C)NS(=O)(=O)c1ccc(NC(C)=O)cc1 (stereo not given)	-5	.	-30	-4	1	9	-9	-2
COC(=O)c1cc(NC(=O)CC(=O)c2cccc(N)c2)cc(C(=O)OC)c1	1	0.0	-13	-4	.	-3	.	-1
CCN(CC)c1ccc(S(=O)(=O)N2CCOCC2)cc1NC(=O)CSc1nncn1C	-1	.	-16	4	0	8	2	-4
O=C(Nc1ccc2c(c1)CCC2)c1cccc(S(=O)(=O)N2CCN(c3ccccc3)CC2)c1	-5	.	.	.	-1	-11	12	.
O=C(O)c1ccccc1-c1cc2ccccc2[nH]1	.	5.0	-7	4	.	.	3	2
COc1ccc2c3c([nH]c2c1)[C@@H](CO)N(Cc1ccccc1)CC31CCN(C(=O)c2cccnc2)CC1	.	-0.8	-58	1	.	.	.	-1
Cc1ccc(N(CC(O)CON=C2c3ccccc3-c3ccccc32)S(C)(=O)=O)cc1 (stereo not given)	-1	.	-7	1	0	-5	4	-6
COc1cccc(CSc2nccn2C)c1	1	.	-8	3	4	0	3	-2
CCOC(=O)C1=C(C)N(CCCCCC(=O)O)C(=O)NC1c1ccccc1Cl (stereo not given)	-5	.	-2	6	-6	-1	2	1
c1csc(CNCc2ccncc2)c1	-3	0.0	-9	-2	-2	-10	-3	-5
O=C(Nc1cc(S(=O)(=O)N2CCOCC2)ccc1N1CCCCC1)c1ccccc1Br	-2	.	-13	-11	-10	4	-5	-1
Cn1c(N)c(C(=O)NCc2ccccc2Cl)sc1=S	4	.	.	.	20	9	0	.
S=C(NCc1ccccc1)NCc1cccc(Cl)c1	1	0.0	6	3	.	8	-4	-1
COCCNC(=O)[C@@H]1[C@@H](CO)[C@@H]2Cn3c(ccc(-c4ccc(F)cc4)c3=O)[C@H]1N2C	-1	0.3	-5	-1	0	1	0	0
CCOC(=O)C1(Cc2ccc(O)cc2)NC(c2ccco2)C2C(=O)N(c3ccccc3F)C(=O)C21 (stereo not given)	8	.	.	.	-7	-5	4	.
CC(C)NC(=O)N[C@H]1CC[C@H](CCn2cc(-c3ccc(F)cc3)nn2)O[C@@H]1CO	0	-0.2	17	-6	-3	-5	7	1
Cc1ccc(S(=O)(=O)N2C[C@@H](O)COC[C@@H]3O[C@@H](CC(=O)NCCN4CCCCC4)CC[C@H]32)cc1	1	0.1	23	2	3	4	-2	-30
COc1ccc(NC(=O)N2CCCCN3[C@H](CO)[C@@H](c4ccc(C5=CCCC5)cc4)[C@@H]3C2)cc1	1	.	22	2	.	0	.	-2
O=C(Nc1nccs1)c1ccc2c(c1)OCO2	3	0.0	-13	-3	35	8	1	-2
Cc1ccc(NS(=O)(=O)c2ccc(C)c(C(=O)Nc3ccc(S(=O)(=O)Nc4onc(C)c4C)cc3)c2)cc1	1	-0.3	-15	0	9	10	-1	13
OC1(c2cccc(C(F)(F)F)c2)CCN(c2ncnc3c2[nH]c2ccc(F)cc23)CC1	3	.	.	.	-15	15	6	.
CCCNC(=O)[C@H]1[C@H](CO)[C@H]2Cn3c(ccc(-c4ccc(F)cc4)c3=O)[C@@H]1N2C	-1	-0.1	1	4	0	-20	-10	1
O=C(COCC(=O)N/N=C/c1ccc(F)cc1)N/N=C/c1ccc(F)cc1	-5	7.9	.	.	.	5	0	.
O=C(NC1CCCCC1)C(c1ccncc1)N(C(=O)c1csnn1)c1cccc(F)c1 (stereo not given)	0	.	7	0	-8	-11	-25	-5
CN(C)CCNc1c2c(nc3ccccc13)CCC2	-25	1.7	47	1	-5	35	17	-37
Cc1ccc(C(=O)CSC2=C(C#N)C(c3ccco3)C3=C(CC(C)(C)CC3=O)N2)cc1 (stereo not given)	6	.	.	.	0	-10	8	.
COc1ccccc1NC(=O)NCC1CC1(Cl)Cl (stereo not given)	-2	2.0	-3	2	.	-9	5	3
C=CCn1c(COc2ccc(F)cc2)nnc1SCC(=O)Nc1cccc(S(N)(=O)=O)c1	4	.	-17	-50	.	7	.	-4
CC1=NCC(C)c2ccccc21 (stereo not given)	2	6.3	-14	-5	-5	-1	.	1
Cc1cc(NC(=O)COc2cccnc2[N+](=O)[O-])no1	.	1.7	-14	1	.	.	0	-1

Additional entries.
SMILES	PglD inh	E-selectin induc	RAD52 anneal inh	ERp5 block	esBAF inh	RAD54 branch	ARNT TACC3 PPI	Casp6 inh
Cc1ccccc1NC(=O)CN(C)S(=O)(=O)c1ccc(-c2ccc(=O)[nH]n2)s1	0	.	-1	-7	3	-9	-1	.
Cc1onc(-c2c(F)cccc2Cl)c1C(=O)N1CCSCC1	5	0.1	-12	1	.	5	.	1
Cc1cc(O)c(Sc2ccccc2)c(=O)o1	-1	6.2	-13	3	.	-7	.	-1
Cc1ccc(C(=O)OC(C)CN2CCOCC2)cc1 (stereo not given)	0	.	-8	6	.	-10	-3	.
CCS(=O)(=O)NCC[C@@H]1CC[C@@H](NS(=O)(=O)c2cccc(F)c2)[C@@H](CO)O1	0	-0.1	-13	-2	2	-6	-6	0
CC(Sc1nc2ccccc2s1)C(=O)NCc1ccc2c(c1)OCO2 (stereo not given)	.	-0.3	-33	-7	52*	.	3	2
COc1ccc(C)cc1NC(=O)COC(=O)c1ccc2c(c1)OCO2	-1	4.9	-5	1	1	5	33	-1
Cc1nnc(SCC(=O)NC2CCCC2)n1-c1ccccc1	2	-0.2	-18	-7	-1	3	0	2
COc1ccccc1CNc1ccc2nnc(CCNC(=O)c3ccc(C)cc3)n2n1	.	.	-21	-2	.	.	-1	-4
CCSc1nnc(NC(=O)CSC2=NCCS2)s1	.	1.3	-9	0	.	.	4	5
COc1cc(C=O)ccc1OCCCOc1ccccc1C(=O)O	7	.	.	.	33	-6	8	.
O=C(CCCN1C(=O)C(c2ccccc2)Oc2cccnc21)NCc1ccccc1Cl (stereo not given)	2	.	-2	-4	-7	1	0	-1
